Source: PubChem (The Scripps Research Institute Molecular Screening Center)
FBW7 activator: activators of human E3 ligase FBW7; Q969H0; AlphaScreen FBW7–phospho-cyclin E peptide binding, activator screen; normalized activity (activation), % at 26.1 µM; 650,000 compounds, 0.13% hits; AID 1259310; in the data active means normalized activity above about 1.9%;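 further: purified mutant Fbw7 with reduced substrate affinity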
Target sequence (Q969H0 whole entry, looked up): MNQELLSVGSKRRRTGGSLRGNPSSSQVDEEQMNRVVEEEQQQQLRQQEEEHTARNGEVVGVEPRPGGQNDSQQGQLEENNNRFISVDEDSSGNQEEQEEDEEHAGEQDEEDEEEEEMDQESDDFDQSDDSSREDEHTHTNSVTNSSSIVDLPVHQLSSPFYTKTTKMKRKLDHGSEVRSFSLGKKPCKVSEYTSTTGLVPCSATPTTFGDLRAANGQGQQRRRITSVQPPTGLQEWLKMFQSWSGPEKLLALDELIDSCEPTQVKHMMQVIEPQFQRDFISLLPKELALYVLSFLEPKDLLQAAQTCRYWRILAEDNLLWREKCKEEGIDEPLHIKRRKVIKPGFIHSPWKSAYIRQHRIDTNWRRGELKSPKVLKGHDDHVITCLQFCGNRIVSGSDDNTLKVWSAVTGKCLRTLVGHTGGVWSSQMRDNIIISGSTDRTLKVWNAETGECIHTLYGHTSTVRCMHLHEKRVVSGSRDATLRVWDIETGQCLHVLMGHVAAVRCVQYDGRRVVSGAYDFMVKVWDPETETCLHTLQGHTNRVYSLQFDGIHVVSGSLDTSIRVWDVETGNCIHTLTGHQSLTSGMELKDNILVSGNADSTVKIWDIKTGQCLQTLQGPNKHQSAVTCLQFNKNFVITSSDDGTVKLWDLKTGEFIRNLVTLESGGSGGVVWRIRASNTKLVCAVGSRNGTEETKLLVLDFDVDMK
GPR151 activ: human GPR151 activation; PathHunter beta-arrestin GPR151 cells, luminescence; AID 1508602; Q8TDV0; activation, % at 11.2 µM; 650,000 compounds, 1% hits; in the data active means activation above about 4.9%;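 further: 0% = median of compound wells and 100% = cells with positive control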
Target sequence (Q8TDV0 whole entry, looked up): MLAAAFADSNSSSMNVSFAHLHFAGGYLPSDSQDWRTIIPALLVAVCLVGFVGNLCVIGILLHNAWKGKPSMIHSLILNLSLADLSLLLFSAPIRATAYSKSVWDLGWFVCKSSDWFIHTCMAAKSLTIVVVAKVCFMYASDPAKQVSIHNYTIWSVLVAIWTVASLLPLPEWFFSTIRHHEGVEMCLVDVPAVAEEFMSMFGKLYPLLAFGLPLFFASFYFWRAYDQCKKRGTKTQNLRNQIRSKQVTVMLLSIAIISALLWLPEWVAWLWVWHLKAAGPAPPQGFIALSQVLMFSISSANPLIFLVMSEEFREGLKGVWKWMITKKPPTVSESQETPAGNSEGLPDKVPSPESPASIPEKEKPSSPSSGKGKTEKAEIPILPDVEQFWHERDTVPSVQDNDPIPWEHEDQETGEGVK
TEAD-YAP inh: TEAD-YAP interaction inhibition; AID 1259422; 640,000 compounds, 1.4% hits; inhibition, % at 9.12 µM; HEK-TIYL cells, TEAD-Gal4/YAP UAS-luciferase luminescence; in the data active means inhibition above about 32%;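 further: 0% = median of test compound wells and 100% = reference inhibitor wells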
MITF primary: blocks human microphthalmia-associated transcription factor; O75030; AlphaScreen MITF homodimerization, bead proximity signal; inhibition, % at 2.6 µM; 650,000 compounds, 0.91% hits; in the data active means inhibition above about 50%;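 further: 0% = vehicle wells with protein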
An asterisk follows results filed as active; & = joins results of further samples.

SMILES	FBW7 activator	GPR151 activ	TEAD-YAP inh	MITF primary
COCCCN1C(=S)NC2c3cc(Br)ccc3OC1(C)C2C (centres undefined)	-0.1	2.4	0	19
COCCCN1C(=S)NC2c3cc(C)ccc3OC1(C)C2C(=O)Nc1ccc(Cl)cc1 (centres undefined)	0.0	-0.8	3	39
Cc1cc(NS(=O)(=O)c2ccc(NC(=O)c3ccccc3[N+](=O)[O-])cc2)no1	0.8	-0.6	3	17
CCc1cc(C(=O)Cc2ccc(OC)cc2)c(O)cc1O	-0.1	0.8	1	-6
COc1ccc(CNc2ccc3ncc(-c4ccc5[nH]ccc5c4)n3n2)cc1	0.1	-0.4	-6	-9
CN1CCc2c(sc3c2C(=O)NC(c2ccc(OC(=O)c4ccc(C(C)(C)C)cc4)cc2)N3)C1 (centres undefined)	0.1	2.0	0	-8
Cc1cc(C)n(-c2ccc(C(=O)OCc3nnc(-c4ccc([N+](=O)[O-])cc4)o3)cc2)n1	-0.2	2.0	0	11
N#C/C(=C\c1ccc(-c2ccccc2F)o1)c1nn(-c2ccccc2)c(N)c1C#N	0.6	-0.5	-23	23
O=C(NCc1nc2ccccc2[nH]1)OCc1ccccc1	0.1	-0.3	6	2
COCCN1C(=O)c2ccccc2C(C(=O)NCc2ccc(F)cc2)C1c1ccc(F)cc1 (centres undefined)	-0.1	2.3	-4	1
CCOC(=O)CC1C(=O)NCCN1C(=O)COc1ccc(Br)cc1C (centres undefined)	0.2	-0.7	2	9
Cc1ccc(-n2c(=O)cc(N3CCN(c4ccccc4)CC3)[nH]c2=O)cc1	-0.4	-0.4	-15	6
COc1ccc(-c2cc(-c3ccc(OC)cc3)c(C#N)c(=O)[nH]2)cc1	0.1	1.2	6	-2
Fc1cccc2sc(N3CCCCC3)nc12	0.0	-2.6	-37	12
COCCCn1c(-c2c(C)oc3ccccc23)cs/c1=N\S(=O)(=O)c1ccccc1	-0.1	-0.5	-1	-11
Cc1ccc(C(=O)Nc2ccc(-c3noc(-c4cccc(Cl)c4)n3)cc2)cc1[N+](=O)[O-]	0.0	1.0	1	-6
CC(C)C(C(=O)Nc1nccs1)N1C(=O)c2ccccc2C1=O (centres undefined)	0.0	0.0	-4	-11
O=[N+]([O-])c1c(NCc2ccccc2)ccc2nonc12	0.1	-0.9	-1	6
O=C(O)c1ccc(N2CC3CC(C2)c2cccc(=O)n2C3)c(NC(=S)Nc2ccc(Br)cc2)c1 (centres undefined)	-0.4	4.1	-12	-4
COc1ccc(C)cc1NC(=O)CN(c1ccc(C)cc1)S(=O)(=O)c1c(C)n[nH]c1C	0.0	0.8	-7	0
COc1ccc(/C=C(/NC(=O)c2ccc(Cl)cc2)C(=O)Nc2ccc(Cl)c([N+](=O)[O-])c2)cc1OC	0.3	2.0	-10	7
O=C(CSc1nc2[nH]ncc2c(=O)n1-c1ccccc1)Nc1ccc2c(c1)OCCO2	0.0	0.3	50*	7
CCCOC(=O)C1=C(C)NC2=C(C(=O)CC(C)(C)C2)C1c1ccncc1 (centres undefined)	-0.1&0.9	0.2&-0.8	-6&-7	5&17
C/C(=N\NC(=O)c1ccc([N+](=O)[O-])cc1)c1c(C)[nH]n(-c2ccccc2)c1=O	0.2	-0.2	5	15
COc1ccc(C(=O)Nc2ccc(S(=O)(=O)Nc3c(C)cc(C)cc3C)cc2)cc1	-0.1	-0.7	-8	6
COc1ccc(C2C3=C(CCCC3=O)Nc3nc(C(F)(F)F)nn32)cc1OC (centres undefined)	-0.1	-1.5	5	-5
CCOC(=O)CNC(c1ccccc1)c1cc(Br)ccc1NC(C)=O (centres undefined)	0.1	1.5	9	5
Cc1cc(C)cc(NC(=O)C2CCCN(S(=O)(=O)c3ccc4c(c3)oc(=O)n4C)C2)c1 (centres undefined)	-0.3	1.7	4	-3
Cc1ccc(CSc2nc3[nH]ncc3c(=O)[nH]2)cc1	-0.1	4.0	-37	3
CCOC(=O)c1c(NC(=O)c2noc3c2CCCCC3)sc(C)c1C	-0.1	0.7	4	-9
Cc1noc(NS(=O)(=O)c2ccc(NC(=O)c3ccc(Br)o3)cc2)c1C	0.6	0.0	1	13
O=C(N/N=C\c1ccc(O)c(I)c1)c1ccc(F)cc1	0.0	-0.4	-20	-5
Cc1ccc(NC(=O)C2CCCN2C(=O)NC2CCCCC2)cc1C (centres undefined)	-0.1	-1.1	4	9
CC(C(=O)Nc1ccc([N+](=O)[O-])cc1)N1C(=O)c2ccccc2C1=O (centres undefined)	0.0	-1.2	5	-10
O=C(O)c1cccc(-c2cnn3c(N4CCC[C@H]4CO)ccnc23)c1	-0.2	-5.6	101*	18
Cc1c(NC(=S)NC(=O)c2cc3ccccc3o2)cccc1-c1nc2ccccc2o1	0.3	-1.4	-1	5
CCc1ccc(C2C(C#N)=C(N)N(c3cccc(C)c3)C3=C2C(=O)CC(C)(C)C3)s1 (centres undefined)	-0.1	0.8	-16	-5
O=C(NC1CCCC1)c1cc(-c2cccs2)on1	-0.1	0.4	-108	1
COc1ccc(NCc2cc3ccc(OC)cc3n(CC(=O)Nc3cc(Cl)ccc3C)c2=O)cc1	0.0	-1.1	1	-6
COc1ccc(O)c(/C=N/NC(=O)COc2ccc(F)cc2)c1	0.0	-0.1	4	-35

6 entries from above, as a markdown table.
| SMILES | FBW7 activator | GPR151 activ | TEAD-YAP inh | MITF primary |
| --- | --- | --- | --- | --- |
| CCc1ccc(C2C(C#N)=C(N)N(c3cccc(C)c3)C3=C2C(=O)CC(C)(C)C3)s1 (centres undefined) | -0.1 | 0.8 | -16 | -5 |
| Cc1noc(NS(=O)(=O)c2ccc(NC(=O)c3ccc(Br)o3)cc2)c1C | 0.6 | 0.0 | 1 | 13 |
| Cc1c(NC(=S)NC(=O)c2cc3ccccc3o2)cccc1-c1nc2ccccc2o1 | 0.3 | -1.4 | -1 | 5 |
| O=C(NC1CCCC1)c1cc(-c2cccs2)on1 | -0.1 | 0.4 | -108 | 1 |
| O=C(N/N=C\c1ccc(O)c(I)c1)c1ccc(F)cc1 | 0.0 | -0.4 | -20 | -5 |
| O=C(O)c1cccc(-c2cnn3c(N4CCC[C@H]4CO)ccnc23)c1 | -0.2 | -5.6 | 101* | 18 |

More results follow:
SMILES	FBW7 activator	GPR151 activ	TEAD-YAP inh	MITF primary
COc1ccc(C(=O)c2cnc3sccn23)cc1	0.2	1.2	-39	12
COc1ccc(-n2nc3ccc(NC(=O)c4ccc(-c5ccccc5)cc4)cc3n2)cc1	-0.2	2.6	10	1
COC(=O)c1c(C)[nH]c(C)c1-c1ccc(C)cc1	-0.3	0.6	3	6
O=C(Cc1ccccc1F)NC1(c2ccc3c(c2)OCO3)CCCC1	-0.2	-0.4	-5	-4
COc1ccc(C2CC(=O)C3=C(C2)NC(C)=C(C(=O)OCc2ccccc2)C3c2ccccc2OC)cc1 (centres undefined)	0.3	-0.8	11	2
CCOCCCNC(=O)CN(C)c1nn2c(=O)cc(C)nc2s1	-0.2	1.6	4	6
CC(C)OCC1OC2OC(C)(C)OC2C2OC(C)(C)OC12 (centres undefined)	0.1	-0.2	-25	2
CCOC(=O)C1CCN(C(c2ccc(OC)cc2)c2sc3nc(C)nn3c2O)CC1 (centres undefined)	-0.2	-1.0	3	-6
CCOC(=O)c1c(NC(=O)c2ccc(Cl)cc2Cl)sc(C)c1C	-0.2	0.5	-10	-8
NC(=O)N/N=C1\CCCC1c1ccccn1 (centres undefined)	-0.3&-0.2	-1.3&1.0	14&2	27&28
O=C1NC(=O)/C(=C\c2ccc(OCc3ccc(C(=O)O)cc3)c(Br)c2)N1	0.1	0.6	-12	-4
CCn1c(COc2cccc(C)c2)nnc1SCC(=O)NC1CCCCC1	-0.2	0.5	11	1
COc1ccc(Oc2ccc3[nH]c4c(c3c2)CCCC4=O)cc1	0.3	0.2	-10	-2
COc1ccc(C2=N/C(=C/c3ccccc3[N+](=O)[O-])C(=O)O2)cc1Br	0.1	-0.6	5	-8
O=C(Cn1ccc2ccccc2c1=O)NCc1cccs1	0.0	1.0	-1	-2
CCOC(=O)c1c(O)c2cc(Br)ccc2n(CC)c1=O	-0.1	-1.4	14	3
CCOc1ccccc1OCCCC(=O)NNC(=O)c1cc(C)oc1C	0.1	-0.3	4	-11
O=C(CSc1ncn(-c2ccccc2)n1)N1CCN(c2ccccc2)CC1	0.2	1.2	1	19
COc1ccccc1C(=O)Nc1ccc(I)cc1C	-0.1	-0.6	-17	12
CCc1cccc(CC)c1NC(=O)CSc1nnc(NC(C)=O)s1	0.0	0.1	7	0
Cc1cc(/C=C2\Sc3ccccc3N2C)cc(C)[n+]1N1CCN(C)CC1	0.0	0.3	73*	22
Cc1cccc2cc(CN(Cc3cccnc3)Cc3nnnn3CC3CCCO3)c(=O)[nH]c12 (centres undefined)	0.0	-1.1	4	4
CC1CCN(C(=O)CSc2ccc(-c3ccccn3)nn2)CC1	-1.9	-0.1	-3	40
c1ccc2c(c1)N1CCN2CC1	-0.1	0.8	1	-5
NS(=O)(=O)c1ccc(CNC(=O)CCSc2ccccc2)cc1	-0.1	-1.8	6	0
COc1ccc(C[C@@H]2NC(=O)[C@@H]3C[C@H](NCc4cnn(-c5ccccc5F)c4)CN3C2=O)cc1	-0.5	-0.9	11	5
Cc1ccc(C23CC4CC(CC(C(=O)NCC(=O)NN)(C4)C2)C3)cc1	0.1	0.0	7	-4
CC1Nc2ccccc2-c2nnc(SCc3ccc(Cl)cc3)nc2O1 (centres undefined)	-0.1	-1.2	-3	-2
Cc1cccc(NC(=S)NC(=O)c2ccccc2Br)n1	0.1	-1.5	-40	-16
Cc1ccnn1CCC(=O)N1CCCC(CCC(=O)NCc2ccccc2F)C1 (centres undefined)	0.3	-0.8	-13	11
O=[N+]([O-])c1cc(C(F)(F)F)ccc1NCC1COc2ccccc2O1 (centres undefined)	0.0	-1.1	-48	12
CC(=Nc1ccccc1)c1c(O)n(Cc2ccccc2)c(=O)[nH]c1=O	0.1	0.2	-5	0
CCOc1ccccc1CNc1nc2nc(C)c(Cl)c(=O)n2[nH]1	0.7	-1.9	-5	33
O=C(N/N=C/c1ccccc1O)c1cccc(Br)c1	0.0	-0.3	-13	9
O=c1sc2ccccc2c(N2CCN(c3ccccc3)CC2)c1[N+](=O)[O-]	-0.1	-5.0	1	8
Cc1cccnc1NC(=O)Nc1ccc(Br)cc1Cl	0.0	1.4	-2	4
OCc1ccc(-c2cnc3ccc(NCc4cccs4)nn23)cc1	0.1	-1.1	35*	-8
Cc1ccccc1NC(=O)C1C2C3CCC(C3)C12 (centres undefined)	-0.2	-0.5	-24	-3
CCOc1cccc(/C=C2\SC(N)=NC2=O)c1OC	0.0	-1.2	4	8
O=C(O)CNc1ccc(C(=O)O)cc1	0.0	0.1	4	8
COCCNC(=O)CN1CCC(NC(=O)Nc2ccccc2)CC1	1.4	0.9	-7	21
CCOC(=O)CSc1nc2cc3c(cc2c(=O)n1CCCC(=O)NCc1ccc(OC)cc1)OCO3	0.0	0.1	-2	11
COc1ccc(C(=O)Nc2sc(C)c(C)c2CN2CCCC2)cc1	0.8	-0.2	-36	9
CCOc1ccccc1NC1=NS(=O)(=O)c2ccccc21	0.0	-0.1	10	3
CC1=NN(c2ccccc2)C(=O)/C1=C/c1cc(C)n(C)c1C	-0.2	-0.5	-17	-10
Cc1nc2ccccn2c1/C(O)=C1\C(=O)C(=O)N(CCN(C)C)C1c1ccncc1 (centres undefined)	-0.1	0.9	5	0
CC(C)(C)NC(=O)C(c1ccncc1)N(Cc1cccs1)C(=O)c1csnn1 (centres undefined)	0.0	0.6	-1	-10
Cc1nc2c(nnn2Cc2ccccc2F)c(=O)[nH]1	0.0	0.4	4	6
FC(F)(F)c1ccc(Nc2nc(NC3CC3)c3ncn(-c4ccsc4)c3n2)cc1	-0.2	2.2	11	1
CC(=O)Nc1ccc(-c2nc3c(Cl)cccc3[nH]2)cc1	0.1	-3.3	-60	-2

Sorted by SMILES length (lowest first): some entries from above
SMILES	FBW7 activator	GPR151 activ	TEAD-YAP inh	MITF primary
Cc1nc2c(nnn2Cc2ccccc2F)c(=O)[nH]1	0.0	0.4	4	6
COc1ccc(C(=O)Nc2sc(C)c(C)c2CN2CCCC2)cc1	0.8	-0.2	-36	9
CC1=NN(c2ccccc2)C(=O)/C1=C/c1cc(C)n(C)c1C	-0.2	-0.5	-17	-10
Cc1nc2ccccn2c1/C(O)=C1\C(=O)C(=O)N(CCN(C)C)C1c1ccncc1 (centres undefined)	-0.1	0.9	5	0
CCOC(=O)CSc1nc2cc3c(cc2c(=O)n1CCCC(=O)NCc1ccc(OC)cc1)OCO3	0.0	0.1	-2	11

Additional compounds follow:
SMILES	FBW7 activator	GPR151 activ	TEAD-YAP inh	MITF primary
CCc1nc(N2CCN(C(=O)CCCl)CC2)c2c3c(sc2n1)CCCC3	-0.1	-0.5	8	-4
Cc1cc(NCCc2cccc(F)c2)n2ncnc2n1	0.0	0.2	3	4
Cc1ccc(N2C(=O)N(CC(=O)Nc3ccc4c(c3)CCC4)C(=O)C2C)cc1 (centres undefined)	0.2	0.5	7	7
N#C/C(=C\c1ccc(Cl)cc1)C(=O)NCC1CCCO1 (centres undefined)	0.1	0.3	2	-2
Clc1nc(Sc2ccccc2)nc(Sc2ccccc2)n1	0.0	-0.7	8	-4
O=C(O)COc1ccc(Cl)cc1C=C1C(=O)NC(=O)NC1=O	0.0	2.1	10	-4
Cc1ccccc1C(NC(=O)C1CCN(C(=O)C2CC2)CC1)c1ncccc1C (centres undefined)	-0.2	-0.8	-10	-17
COc1cccc(C2C(C#N)=C(N)Oc3n[nH]c(-c4ccc(C)cc4)c32)c1OC(=O)N1CCOCC1 (centres undefined)	-0.4	0.0	-4	-7
CC(C)(C)NC(=O)c1cccc(NC(=O)CSc2ccccc2)c1	0.1	1.1	-13	3
Cn1c(=O)c2c(nc(Cl)n2Cc2nnc(-c3ccccc3)o2)n(C)c1=O	0.1	2.3	-1	15
